UBC13 inh = human UBC13 polyubiquitination inhibition; UBC13 polyubiquitin chain formation, TR-FRET; P61088; inhibition, % at 20 µM; 0.47% of 330,000 active; in the data active = inhibition above about 45%, passing the limit was not always enough
Target sequence (P61088 whole entry, looked up): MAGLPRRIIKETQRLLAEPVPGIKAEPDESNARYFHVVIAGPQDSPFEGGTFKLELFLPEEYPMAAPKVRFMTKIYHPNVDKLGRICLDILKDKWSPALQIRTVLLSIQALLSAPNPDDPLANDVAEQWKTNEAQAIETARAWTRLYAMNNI
EBI2 antag = EBI2 (human) antagonism | EBI2 beta-arrestin recruitment, luminescence, 7a,25-OHC stimulated | 0.81% of 360,000 active | P32249 | inhibition, % at 5 µM; in the data active = inhibition above about 38%;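 also: enzyme fragment complementation signal reports receptor beta-arrestin coupling in cells; 0% = agonist plus DMSO wells and 100% = wells without agonist; some results beyond the cut were filed as inactive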
ATG4B inh = inhibitors of human ATG4B cysteine protease; inhibition, % at 8.33 µM; ATG4B cleavage of LC3-PLA2, NBD-HPC fluorescence, 1 h; Q9Y4P1; 0.51% of 340,000 active; in the data active = inhibition above about 40%
Target sequence (Q9Y4P1 whole entry, looked up): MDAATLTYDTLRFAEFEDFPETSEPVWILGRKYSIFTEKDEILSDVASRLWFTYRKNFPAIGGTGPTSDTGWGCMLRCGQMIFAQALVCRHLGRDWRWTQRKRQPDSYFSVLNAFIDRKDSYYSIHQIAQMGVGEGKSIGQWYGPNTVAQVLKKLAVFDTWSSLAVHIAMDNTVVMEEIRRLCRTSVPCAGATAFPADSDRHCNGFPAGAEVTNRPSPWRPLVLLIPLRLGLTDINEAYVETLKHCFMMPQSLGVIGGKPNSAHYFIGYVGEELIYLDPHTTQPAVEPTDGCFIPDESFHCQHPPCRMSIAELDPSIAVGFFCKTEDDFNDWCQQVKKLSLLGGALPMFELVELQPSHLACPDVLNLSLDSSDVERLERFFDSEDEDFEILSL
APJ antag = blocks the human apelin receptor APJ; P35414; CHO-K1 APJ beta-arrestin complementation, luminescence; inhibition, % at 20 µM; 0.32% of 330,000 active;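 active = inhibition above about 40% at 20 µM, limit read from the data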;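 also: cells challenged with 10 nM apelin-13 agonist together with compound; plate controls were apelin-13 plus DMSO wells for no effect and DMSO wells lacking apelin-13 for full effect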
CCR6 antagonist = blocks CCL20-driven beta-arrestin recruitment at human CCR6. P51684. CHO-K1 CCR6 PathHunter beta-arrestin, luminescence, CCL20-stimulated. inhibition, % at 20 µM. 0.49% of 340,000 active. AID 493098;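 active = compounds whose inhibition of the agonist-driven luminescence signal at 20 µM reaches about 50%, limit read from the data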;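 also: cells stimulated with CCL20 at 14 nM final; plate controls were DMSO with CCL20 for no effect and DMSO without agonist for full effect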
APJ agonist = agonists of human APJ apelin receptor | P35414 | CHO-K1 APJ PathHunter beta-arrestin, luminescence; 0% DMSO wells, 100% apelin | activation, % at 20 µM | 0.11% of 330,000 active;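 active = activation more than six SD over the plate average, tested at 20 µM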;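 also: 0% = DMSO alone and 100% = apelin-13 at 10 nM; some results filed as inactive read as strong as hits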
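Assay system: engineered CHO-K1 APJ arrestin reporter cells; Amount: 1000 CHO-K1 reporter cells seeded per well; Dosing: one dose, 20 µM compound, 1% DMSO; Times: compound stimulation 90 min at 25 °C, detection 60 min; Measured by: luminescent beta-gal fragment complementation, chemiluminescent substrate; Read-out: APJ–arrestin association signal; Controls: DMSO vs Apelin-13 10 nM.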
Gli-Sufu antag = antagonists of Gli-Sufu signaling | Sufu-KO-LIGHT fibroblasts, Gli luciferase reporter luminescence | 0.74% of 340,000 active | AID 588413 | inhibition, % at 5 µM;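 active = inhibition above about 55%, limit read from the data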;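 also: 0% = DMSO-treated cells and 100% = wells with medium but no cells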
CXCR6 inh = inhibitors of human CXCR6 receptor; O00574; CHO-K1 PathHunter CXCR6 beta-arrestin, luminescence; inhibition, % at 20 µM; 0.36% of 360,000 active; in the data active = inhibition above about 34%, passing the limit was not always enough;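 also: antagonist mode with CXCL16 agonist at 10 nM final; 0% = 10 nM CXCL16 with DMSO and 100% = unstimulated wells without agonist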
Target sequence (O00574 whole entry, looked up): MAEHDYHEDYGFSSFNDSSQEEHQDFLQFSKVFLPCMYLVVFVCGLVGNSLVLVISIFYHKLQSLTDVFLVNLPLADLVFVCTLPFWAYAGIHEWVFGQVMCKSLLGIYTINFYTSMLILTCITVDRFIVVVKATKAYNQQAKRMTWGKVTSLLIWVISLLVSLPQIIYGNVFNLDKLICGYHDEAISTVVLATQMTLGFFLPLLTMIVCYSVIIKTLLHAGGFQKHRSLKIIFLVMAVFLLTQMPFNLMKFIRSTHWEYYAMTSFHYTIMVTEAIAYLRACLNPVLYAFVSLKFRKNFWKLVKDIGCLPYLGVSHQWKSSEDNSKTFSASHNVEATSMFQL
* = called active by the depositor.

Results for O=C(Nc1ccc(N2CCN(c3ccc(O)cc3)CC2)cc1)Oc1ccccc1 ?
UBC13 inh: 0; EBI2 antag: 4; ATG4B inh: 13; APJ antag: -7; CCR6 antagonist: -5; APJ agonist: 0; Gli-Sufu antag: 11; CXCR6 inh: -8

Results for CC(=O)Nc1nc(C)c(-c2csc(Nc3cccc(C(C)=O)c3)n2)s1 ?
UBC13 inh: 18; EBI2 antag: 18; ATG4B inh: -21; APJ antag: 7; CCR6 antagonist: 9; APJ agonist: 0; Gli-Sufu antag: 0; CXCR6 inh: -5

What do the screens show for `CC(C)n1c(Sc2nccn2C)nc2c1c(=O)n(C)c(=O)n2C`?
UBC13 inh: 1; EBI2 antag: 4; ATG4B inh: -8; APJ antag: 3; CCR6 antagonist: 4; APJ agonist: 4; Gli-Sufu antag: -1; CXCR6 inh: -2

How did COc1ccc(Nc2ncnc3sccc23)cc1OC do in these assays?
UBC13 inh: -4; EBI2 antag: -2; ATG4B inh: -4; APJ antag: -16; CCR6 antagonist: 1; APJ agonist: -1; Gli-Sufu antag: -7; CXCR6 inh: -5

What do the screens show for `CCc1[nH]nc2c1C1(CCOC1C)C(C#N)=C(N)O2` (stereo unspecified)?
UBC13 inh: -6; EBI2 antag: -1; ATG4B inh: -9; APJ antag: -19; CCR6 antagonist: -2; APJ agonist: 1; Gli-Sufu antag: 9; CXCR6 inh: -5

How did CCC(C)C(=O)Nc1ccc(S(=O)(=O)Nc2nccs2)cc1 (stereo unspecified) do in these assays?
UBC13 inh: 2; EBI2 antag: -6; ATG4B inh: -3; APJ antag: 16; CCR6 antagonist: 0; APJ agonist: 1; Gli-Sufu antag: -3; CXCR6 inh: -4

What do the screens show for `C=CCN(CC(=O)NCc1ccc(OC)cc1)C(=O)c1csnn1`?
UBC13 inh: -4; EBI2 antag: -6; ATG4B inh: -2; APJ antag: -11; CCR6 antagonist: -11; APJ agonist: 2; Gli-Sufu antag: 3; CXCR6 inh: -15

Results for CCOc1ccccc1NC(=O)CCNS(=O)(=O)c1cccc2nonc12 ?
UBC13 inh: 3; EBI2 antag: -6; ATG4B inh: -3; APJ antag: -6; CCR6 antagonist: 11; APJ agonist: -4; Gli-Sufu antag: -12; CXCR6 inh: 1

How did O=C(N/N=C/c1ccc2nccnc2c1)c1ccc(Br)cc1 do in these assays?
UBC13 inh: -5; EBI2 antag: 16; ATG4B inh: -8; APJ antag: 2; CCR6 antagonist: -7; APJ agonist: 2; Gli-Sufu antag: 1; CXCR6 inh: -3

Results for CCO[C@H]1OC(C(=O)O)=C[C@@H](c2ccccc2)[C@@H]1CCCO ?
UBC13 inh: -5; EBI2 antag: -4; ATG4B inh: 8; APJ antag: -23; CCR6 antagonist: 5; APJ agonist: 6; Gli-Sufu antag: -2; CXCR6 inh: 6

What do the screens show for `Cc1cccc(NC(=S)NC(=O)c2ccco2)n1`?
UBC13 inh: -2; EBI2 antag: -1; ATG4B inh: 4; APJ antag: 6; CCR6 antagonist: 4; APJ agonist: -6; Gli-Sufu antag: -10; CXCR6 inh: 11

Results for CC[C@@]1(C(=O)OC)N[C@H](CN(C)C(=O)Nc2ccc(OC)cc2)[C@@H]2C(=O)N(C)C(=O)[C@@H]21 ?
UBC13 inh: 4; EBI2 antag: -1; ATG4B inh: -1; APJ antag: -3; CCR6 antagonist: -4; APJ agonist: -2; Gli-Sufu antag: -1; CXCR6 inh: -9

How did Cc1cc(C(=O)NNc2ccc(C(C)C)cc2)n(C(C)(C)C)n1 do in these assays?
UBC13 inh: -4; EBI2 antag: 9; ATG4B inh: -3; APJ antag: 24; CCR6 antagonist: 15; APJ agonist: -11; Gli-Sufu antag: 4; CXCR6 inh: -1

What do the screens show for `CN(Cc1ccccc1)S(=O)(=O)c1ccc2c(c1)NC(=O)CC(=O)N2`?
UBC13 inh: 1; EBI2 antag: -5; ATG4B inh: -3; APJ antag: -9; CCR6 antagonist: 4; APJ agonist: 3; Gli-Sufu antag: -2; CXCR6 inh: -6

Results for COc1ccccc1C(=O)NNC(=S)Nc1ccccc1 ?
EBI2 antag: 2; ATG4B inh: -1; CCR6 antagonist: 21; Gli-Sufu antag: 3; CXCR6 inh: 15

Results for CCOC(=O)C1CCCN(Cc2cccs2)C1 (stereo unspecified) ?
UBC13 inh: -1; EBI2 antag: 0; ATG4B inh: 0; APJ antag: 12; CCR6 antagonist: 7; APJ agonist: 2; Gli-Sufu antag: 4; CXCR6 inh: 0

What do the screens show for `Clc1ccc(NC2=NCCC2)cc1Cl`?
UBC13 inh: 0; EBI2 antag: -12; ATG4B inh: 0; APJ antag: 32; CCR6 antagonist: 9; APJ agonist: -2; Gli-Sufu antag: 4; CXCR6 inh: 1

What do the screens show for `Cc1ccc(CNC(=O)C2CCCN2S(=O)(=O)c2ccc(Cl)cc2)cc1` (stereo unspecified)?
UBC13 inh: 2; EBI2 antag: 26; ATG4B inh: -8; APJ antag: 1; CCR6 antagonist: 9; APJ agonist: 5; Gli-Sufu antag: -4; CXCR6 inh: 1

Results for CC1(C)CNC(=O)c2sc(NC(=O)CN3CCOCC3)nc2C1 ?
UBC13 inh: 2; EBI2 antag: -4; ATG4B inh: -6; APJ antag: -5; CCR6 antagonist: 0; APJ agonist: 4; Gli-Sufu antag: -1; CXCR6 inh: 0

What do the screens show for `CN(C)CCNC(=O)C(=O)NCC1OCCN1S(=O)(=O)c1ccc([N+](=O)[O-])cc1` (stereo unspecified)?
UBC13 inh: 11; EBI2 antag: -17; ATG4B inh: -2; APJ antag: -19; CCR6 antagonist: -14; APJ agonist: 1; Gli-Sufu antag: -2; CXCR6 inh: -5

How did C[C@H]1CN[C@@H](CCO)/C1=C\c1ccccc1 do in these assays?
EBI2 antag: -3; ATG4B inh: 8; CCR6 antagonist: 1; Gli-Sufu antag: -7; CXCR6 inh: -5

How did COc1ccc(OCC(=O)N2CCc3ccccc3C2)cc1 do in these assays?
UBC13 inh: 2; EBI2 antag: 10; ATG4B inh: -2; APJ antag: -10; CCR6 antagonist: -1; APJ agonist: -1; Gli-Sufu antag: -1; CXCR6 inh: 1

What do the screens show for `O=C(Nc1ccc(NC(=O)c2ccccn2)cc1)C(=O)Nc1ccc2c(c1)OCCO2`?
UBC13 inh: -27; EBI2 antag: -5; ATG4B inh: -8; APJ antag: 1; CCR6 antagonist: 10; APJ agonist: -1; Gli-Sufu antag: -32; CXCR6 inh: 0

What do the screens show for `CCc1ccc(S(=O)(=O)NCc2cn3c(C)csc3n2)s1`?
UBC13 inh: 4; EBI2 antag: -2; ATG4B inh: -18; APJ antag: 9; CCR6 antagonist: 1; APJ agonist: 1; Gli-Sufu antag: 1; CXCR6 inh: -10

Results for CCOc1ccc(OCC)c(NC(=O)CSCC(=O)O)c1 ?
UBC13 inh: 4; EBI2 antag: -10; ATG4B inh: -10; APJ antag: -11; CCR6 antagonist: -2; APJ agonist: 4; Gli-Sufu antag: -2; CXCR6 inh: 8

Results for Cc1cccc(C(=O)c2c[nH]cc2-c2ccccc2)c1 ?
UBC13 inh: 2; EBI2 antag: 3; ATG4B inh: -1; APJ antag: 3; CCR6 antagonist: 12; APJ agonist: -2; Gli-Sufu antag: -7; CXCR6 inh: 4

Results for O=C(CNC(=O)C1COc2ccccc2O1)N/N=C\c1cccc(O)c1 (stereo unspecified) ?
UBC13 inh: 15; EBI2 antag: 17; ATG4B inh: 6; APJ antag: -18; CCR6 antagonist: 14; APJ agonist: -4; Gli-Sufu antag: -6; CXCR6 inh: -7

Results for Cc1ccsc1/C=N/NC(=O)C1CC(=O)N(c2ccc(F)cc2)C1 (stereo unspecified) ?
UBC13 inh: 3; EBI2 antag: 7; ATG4B inh: -9; APJ antag: 20; CCR6 antagonist: 10; APJ agonist: 1; Gli-Sufu antag: 4; CXCR6 inh: -12

How did Fc1cccc(C2CC(c3cccc(Br)c3)Nc3nnnn32)c1 (stereo unspecified) do in these assays?
UBC13 inh: 11; EBI2 antag: -3; ATG4B inh: -12; APJ antag: -18; CCR6 antagonist: -8; APJ agonist: -4; Gli-Sufu antag: -32; CXCR6 inh: -2

How did COC(=O)NC(NC(=S)Nc1ccccc1OC)C(Cl)(Cl)Cl (stereo unspecified) do in these assays?
UBC13 inh: -6; EBI2 antag: -13; ATG4B inh: 2; APJ antag: -5; CCR6 antagonist: 15; APJ agonist: -2; Gli-Sufu antag: -13; CXCR6 inh: -11

Results for O=c1[nH]c2c(c(=O)[nH]1)OCN(Cc1ccccc1)C2 ?
EBI2 antag: -2; ATG4B inh: 2; CCR6 antagonist: 3; Gli-Sufu antag: -9; CXCR6 inh: -1

What do the screens show for `COc1ccccc1CCNC(=O)C(=O)NCC1OCCN1S(=O)(=O)c1ccccc1` (stereo unspecified)?
UBC13 inh: 3; EBI2 antag: 6; ATG4B inh: -23; APJ antag: -4; CCR6 antagonist: 2; APJ agonist: 0; Gli-Sufu antag: 1; CXCR6 inh: -1

What do the screens show for `COc1ccc(CCCNC(=O)C2CCC(=O)N(Cc3ccc(Cl)cc3)C2)cc1` (stereo unspecified)?
UBC13 inh: -6; EBI2 antag: 49*; ATG4B inh: -8; APJ antag: -25; CCR6 antagonist: 11; APJ agonist: -2; Gli-Sufu antag: 9; CXCR6 inh: 2

Results for Cc1ccc(-c2nnc(SCC(=O)O)n2N)cc1 ?
UBC13 inh: -9; EBI2 antag: -7; ATG4B inh: -3; APJ antag: -6; CCR6 antagonist: 16; APJ agonist: -3; Gli-Sufu antag: 2; CXCR6 inh: -8

How did S=C(Nc1ccc(Oc2ccccc2)cc1)Nc1cccnc1 do in these assays?
UBC13 inh: -8; EBI2 antag: -2; ATG4B inh: 4; APJ antag: -2; CCR6 antagonist: 13; APJ agonist: -1; Gli-Sufu antag: -3; CXCR6 inh: 0

How did COc1ccc2c(=O)c(N3C(=O)c4ccccc4C3=O)coc2c1 do in these assays?
UBC13 inh: 4; EBI2 antag: -9; ATG4B inh: 3; APJ antag: -8; CCR6 antagonist: -11; APJ agonist: 1; Gli-Sufu antag: -8; CXCR6 inh: 3

Results for O=C(CSc1nnc(CNC(=O)c2ccco2)o1)Nc1ccc(OC(F)(F)F)cc1 ?
UBC13 inh: 3; EBI2 antag: 10; ATG4B inh: 6; APJ antag: 1; CCR6 antagonist: 17; APJ agonist: 1; Gli-Sufu antag: -50; CXCR6 inh: -1

Results for C/C(=N\NC(=O)Cc1ccc(Cl)cc1)c1cccnc1 ?
UBC13 inh: 1; EBI2 antag: 7; ATG4B inh: -4; APJ antag: -2; CCR6 antagonist: -1; APJ agonist: -1; Gli-Sufu antag: -2; CXCR6 inh: 1

How did O=C(CSc1nnc(-c2cccs2)n1Cc1ccccc1)NCc1ccc2c(c1)OCO2 do in these assays?
UBC13 inh: 6; EBI2 antag: 38; ATG4B inh: 11; APJ antag: 10; CCR6 antagonist: 31; APJ agonist: -4; Gli-Sufu antag: -9; CXCR6 inh: 16

Source: PubChem
